eIF4E 4G PPI: eIF4E/eIF4G interaction inhibition in translation initiation | P63073+Q04637 | TR-FRET eIF4E-eIF4GI(517-606) binding, 2 h | inhibition, % at 21.7 µM | actives 0.37% (n = 220,000) | AID 782;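 active = inhibition above about 30%, limit read from the data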;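 note: 0% = full FRET control wells and 100% = background wells lacking eIF4GI fragment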
S1P4 antag: human S1P4 receptor antagonism; S1P4-expressing cells, antagonist mode, reporter read-out; actives 0.26% (n = 220,000); O95977; AID 1510; inhibition, % at 4.98 µM; in the data active = inhibition above about 29%;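 note: 0% = wells stimulated with agonist and 100% = vehicle wells without agonist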
S1P4 ag: agonists of human S1P4 receptor. S1P4-expressing cell line, agonist reporter assay. activation, % at 4.98 µM. actives 0.35% (n = 220,000); in the data active = activation above about 11%;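 note: 0% = DMSO vehicle and 100% = reference agonist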
Mdm2 ligase inh: blocks human Mdm2 ubiquitin ligase activity. cell-based MDM2 ubiquitination luciferase reporter, 2 h; 0 = plate control, 100 = twice control, blank-subtracted. signal enhancement, % at 5 µM. actives 0.11% (n = 210,000). AID 1230;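 active = signal enhancement of 30% or more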;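 note: luminescence tracks abundance of the self-degrading MDM2-luciferase fusion protein; higher signal means inhibition of MDM2 E3 ligase activity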
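system = mammalian cells stably expressing self-ubiquitinating, self-degrading MDM2 E3–luciferase fusion | quantity = 2000 cells per well seeded | incubation = 4 h cell settling then 2 h compound exposure, 37 °C | signal = SteadyLite luminescence, 15 min reagent step | benchmarks = plate control and blank wells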
BaF3 tox: reduces parental Ba/F3 cell viability, JAK2V617F counter-screen; inhibition, % at 5.6 µM; CellTiter-Glo ATP luminescence; AID 1486; actives 1.1% (n = 220,000);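 active = inhibition above a per-campaign cutoff, the mean inhibition of all tested compounds plus 3 SD, cut at about 27% in these data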;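 note: 0% = DMSO wells and 100% = JAK Inhibitor I control wells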
PERK inh: human PERK inhibition, primary cell-based screen | Q9NZJ5 | CHO PERK-DD fusion, SEAP luminescence translation reporter | inhibition, % at 5.6 µM | actives 0.17% (n = 220,000) | AID 1416;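 active = inhibition above the mean inhibition of all tested compounds plus 3 SD, set separately per screening campaign, cut at about 2.9% in these data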;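 note: PERK kinase domain activated by AP20187 dimerizer at 100 nM; 0% = DMSO with dimerizer and 100% = rapamycin at 8.4 µM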
Wee1 stabilizer: inhibitors of human Wee1 degradation | actives 1.2% (n = 220,000) | P30291 | reporter increase, % at 5 µM | AID 1321 | HeLa Luc-Wee1K328M stability, luciferase luminescence; 100% = proteasome inhibitor MG132 effect;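 active = activation above the mean of all tested compounds plus 3 SD, set per screening run, cut at about 8.8% in these data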;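 note: cells exposed to compound for 20 h before luminescence read; 0% = DMSO alone and 100% = MG132 at 30 µM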
Target sequence (P30291 whole entry K328M): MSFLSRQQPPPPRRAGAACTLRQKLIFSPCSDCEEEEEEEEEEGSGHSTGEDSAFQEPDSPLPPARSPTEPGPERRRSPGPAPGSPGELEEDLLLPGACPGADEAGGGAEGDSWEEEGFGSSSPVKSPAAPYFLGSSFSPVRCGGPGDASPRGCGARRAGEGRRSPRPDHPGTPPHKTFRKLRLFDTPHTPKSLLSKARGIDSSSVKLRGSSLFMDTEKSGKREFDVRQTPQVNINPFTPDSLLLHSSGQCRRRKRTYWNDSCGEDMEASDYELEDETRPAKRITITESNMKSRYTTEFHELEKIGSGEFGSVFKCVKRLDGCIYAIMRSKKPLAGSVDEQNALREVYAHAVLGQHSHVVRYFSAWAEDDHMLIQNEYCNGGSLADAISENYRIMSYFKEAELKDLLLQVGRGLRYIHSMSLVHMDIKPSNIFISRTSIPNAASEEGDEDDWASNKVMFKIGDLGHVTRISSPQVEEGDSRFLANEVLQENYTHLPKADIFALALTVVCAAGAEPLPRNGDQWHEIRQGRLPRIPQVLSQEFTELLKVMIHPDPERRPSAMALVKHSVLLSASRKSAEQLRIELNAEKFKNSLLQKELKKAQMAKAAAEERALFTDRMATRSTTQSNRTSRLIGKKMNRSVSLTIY
NPY2 pot ag: potentiators or agonists of human neuropeptide Y receptor Y2 | cells expressing NPY-Y2, potentiator/agonist read-out | P49146 | activation, % at 3.6 µM | actives 0.45% (n = 220,000); in the data active = activation above about 27%;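 note: cells stimulated with NPY near EC25 plus isoproterenol at EC100; 0% = vehicle plus submaximal agonist and 100% = vehicle plus saturating agonist; some results beyond the cut were filed as inactive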
Ba/F3 V617F tox: reduce viability of Ba/F3 cells dependent on JAK2V617F; Ba/F3 EpoR-JAK2V617F viability, ATP luminescence; inhibition, % at 5.6 µM; actives 1.1% (n = 220,000); AID 1446;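 active = inhibition above the campaign mean plus 3 SD over all tested compounds, cut at about 24% in these data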;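 note: cytokine-independent growth of Ba/F3 cells driven by EpoR plus mutant JAK2; 0% = DMSO-treated cells and 100% = JAK inhibitor I control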
The depositor's hits bear a star; . = not tested or not shown; [ ] = another dose, or the depositor's remark.

| item | Molecule | Ba/F3 V617F tox | PERK inh | BaF3 tox | S1P4 antag | NPY2 pot ag |
| --- | --- | --- | --- | --- | --- | --- |
| 1 | O=c1[nH]cnc2sc3c(c12)CCN(Cc1ccccc1)C3 | -2.2 | 0.8 | 3.3 | -15.0 | 4.1 |
| 2 | COC(=O)C1=C(CSc2nncn2C)NC(=O)NC1c1cc(C)ccc1C (stereo not drawn) | -2.5 | 0.9 | 3.0 | -12.5 | 0.5 |
| 3 | CC(=O)c1ccc(S(=O)(=O)N(Cc2cc3cc4c(cc3[nH]c2=O)OCCO4)CC2CCCO2)cc1 (stereo not drawn) | -2.4 | 0.3 | -1.0 | -10.3 | -0.3 |
| 4 | Nc1ccccc1NC(=O)c1ccccc1N | -3.0 | 2.3 | 0.6 | 2.7 | 4.5 |
| 5 | Nc1cc2c(cc1C(=O)c1ccc(Cl)cc1)OCCO2 | -3.0 | 1.5 | 5.6 | -1.2 | 10.4 |
| 6 | C=CCSc1nc(-c2ccccc2)c(C#N)c(=O)[nH]1 | -6.4 | 1.9 | -0.5 | -23.2 | -5.5 |
| 7 | O=C(CSc1nnc2scc(-c3ccc(Cl)cc3)n12)NCc1ccc2c(c1)OCO2 | -1.6 | -1.3 | 1.7 | -3.0 | 2.3 |
| 8 | CCCCOc1ccc(CSC(CC(=O)O)C(=O)O)cc1 (stereo not drawn) | -0.8 | 0.8 | -0.8 | -15.7 | -13.9 |
| 9 | O=C(COc1ncnc2sccc12)Nc1cccc(S(=O)(=O)N2CCCC2)c1 | -3.0 | -0.4 | -1.4 | -8.4 | -3.3 |
| 10 | S=C(Nc1ccc(Cl)cc1)N1CCCC1 | -1.0 | -0.1 | 3.0 | 5.9 | 0.1 |
| 11 | NC(=S)Nc1ccc(Oc2ccc(NC(N)=S)cc2)cc1 | 4.1 | 0.8 | 7.5 | -2.5 | 10.3 |
| 12 | O=C(Nc1ccc(/C=C/c2nc3ccccc3o2)cc1)c1ccc(F)cc1 | 2.4 | 0.5 | 1.8 | -6.3 | 8.6 |

| item | Wee1 stabilizer | eIF4E 4G PPI | Mdm2 ligase inh | S1P4 ag |
| --- | --- | --- | --- | --- |
| 1 | 2.3 | -1.6[fluorescence artefact?] | -15.0 | 0.5 |
| 2 | 1.1 | 7.3 | -4.2 | 1.4 |
| 3 | 5.6 | -8.8 | -5.2 | -0.4 |
| 4 | -2.2 | -14.0 | 0.0 | 1.4 |
| 5 | 1.1 | 0.2 | -7.7 | -0.2 |
| 6 | 3.4 | -2.0 | -11.8 | 2.4 |
| 7 | -0.8 | 1.6 | 0.2 | -4.0 |
| 8 | 0.2 | 0.2 | -13.6 | 1.3 |
| 9 | -0.1 | -1.8 | -8.2 | -0.6 |
| 10 | 5.9 | 8.7 | -14.6 | 1.1 |
| 11 | -1.2 | . | -12.6 | -1.0 |
| 12 | -1.4 | 3.5[fluorescence artefact?] | -12.0 | -0.5 |

Four entries drawn at random from those above, as already listed:
| item | Molecule | Ba/F3 V617F tox | PERK inh | BaF3 tox | S1P4 antag | NPY2 pot ag |
| --- | --- | --- | --- | --- | --- | --- |
| 1 | O=c1[nH]cnc2sc3c(c12)CCN(Cc1ccccc1)C3 | -2.2 | 0.8 | 3.3 | -15.0 | 4.1 |
| 11 | NC(=S)Nc1ccc(Oc2ccc(NC(N)=S)cc2)cc1 | 4.1 | 0.8 | 7.5 | -2.5 | 10.3 |
| 8 | CCCCOc1ccc(CSC(CC(=O)O)C(=O)O)cc1 (stereo not drawn) | -0.8 | 0.8 | -0.8 | -15.7 | -13.9 |
| 5 | Nc1cc2c(cc1C(=O)c1ccc(Cl)cc1)OCCO2 | -3.0 | 1.5 | 5.6 | -1.2 | 10.4 |

| item | Wee1 stabilizer | eIF4E 4G PPI | Mdm2 ligase inh | S1P4 ag |
| --- | --- | --- | --- | --- |
| 1 | 2.3 | -1.6[fluorescence artefact?] | -15.0 | 0.5 |
| 11 | -1.2 | . | -12.6 | -1.0 |
| 8 | 0.2 | 0.2 | -13.6 | 1.3 |
| 5 | 1.1 | 0.2 | -7.7 | -0.2 |

In the list so far, 2 contain a thiophene ring, fused or not.
| item | Molecule | Ba/F3 V617F tox | PERK inh | BaF3 tox | S1P4 antag | NPY2 pot ag |
| --- | --- | --- | --- | --- | --- | --- |
| 1 | O=c1[nH]cnc2sc3c(c12)CCN(Cc1ccccc1)C3 | -2.2 | 0.8 | 3.3 | -15.0 | 4.1 |
| 9 | O=C(COc1ncnc2sccc12)Nc1cccc(S(=O)(=O)N2CCCC2)c1 | -3.0 | -0.4 | -1.4 | -8.4 | -3.3 |

| item | Wee1 stabilizer | eIF4E 4G PPI | Mdm2 ligase inh | S1P4 ag |
| --- | --- | --- | --- | --- |
| 1 | 2.3 | -1.6[fluorescence artefact?] | -15.0 | 0.5 |
| 9 | -0.1 | -1.8 | -8.2 | -0.6 |

Next part.
| item | Molecule | Ba/F3 V617F tox | PERK inh | BaF3 tox | S1P4 antag | NPY2 pot ag |
| --- | --- | --- | --- | --- | --- | --- |
| 13 | CC(=O)CCn1c(=O)n(CCC(C)=O)c(=O)n(CCC(C)=O)c1=O | -7.3 | 0.1 | -1.4 | -5.4 | 4.8 |
| 14 | CCOC(=O)c1c(-c2ccc(OC)cc2)csc1NC(=O)CCN1CCOCC1 | -2.0 | 1.3 | 5.3 | -20.1 | -13.3 |
| 15 | Cc1ccc(CN2C(=O)N/C(=C/c3ccc(-c4ccc(C(=O)O)cc4)o3)C2=O)cc1 | 1.8 | 0.5 | -1.6 | 9.5 | -5.7 |
| 16 | Cc1cc(=O)oc2cc(NC(=O)c3cc4ccccc4o3)ccc12 | -0.2 | 0.1 | 3.1 | -6.2 | -11.9 |
| 17 | Cn1c(SCC(=O)NCCc2ccccc2)nnc1-c1ccco1 | 1.6 | 0.5 | 0.5 | -2.5 | -4.3 |
| 18 | CN1CCN(CCCn2cnc3c(=O)oc4ccccc4c32)CC1 | -1.6 | 0.5 | -1.0 | -20.1 | 9.2 |
| 19 | Cn1c(=O)[nH]c(=O)c2c1nc(NCc1ccccc1)n2CCCc1ccccc1 | -1.5 | 0.5 | 4.3 | -11.0 | -4.5 |
| 20 | COCCNc1c2c(nc3c(-c4ccccc4)c(C)nn13)CCC2 | 4.2 | -0.5 | 2.8 | 10.2 | -2.5 |
| 21 | Cc1ccc(-c2csc(N(CC3CCCO3)C(=O)c3ccco3)n2)cc1 (stereo not drawn) | -2.7 | -0.7 | 4.0 | -10.8 | -16.6 |
| 22 | CC(=O)Nc1ccc(/C=N/NC(=O)CNC(=O)c2ccccc2)cc1 | -3.1 | 2.2 | 0.7 | -8.3 | 4.1 |
| 23 | O=C(O)CC1NC(=S)N(c2ccccc2)C1=O (stereo not drawn) | 0.3 | 1.4 | 2.0 | -10.5 | -5.6 |
| 24 | CC1CCCC(C)N1c1nnc(N)s1 (stereo not drawn) | 8.5 | 0.6 | 9.3 | -8.4 | -19.2 |
| 25 | CCOc1ccc(NC(=O)CC2C(=O)N(c3ccccc3)C(=O)N2CCOC)cc1 (stereo not drawn) | -2.6 | -0.1 | -4.0 | -2.0 | 11.9 |

| item | Wee1 stabilizer | eIF4E 4G PPI | Mdm2 ligase inh | S1P4 ag |
| --- | --- | --- | --- | --- |
| 13 | 5.8 | -2.4[fluorescence artefact?] | -5.8 | -2.7 |
| 14 | 5.2 | 3.7 | . | 1.3 |
| 15 | -2.8 | 10.3 | -1.3 | 0.5 |
| 16 | 0.2 | -1.6 | 1.8 | -2.6 |
| 17 | 3.6 | -0.5 | -31.8 | 0.0 |
| 18 | 0.1 | -4.8 | -5.9 | 1.3 |
| 19 | -2.6 | 1.3[fluorescence artefact?] | -11.5 | 0.0 |
| 20 | -2.0 | -0.3 | 0.7 | 0.4 |
| 21 | 6.2 | -2.8 | -6.0 | 1.4 |
| 22 | -3.4 | -1.1 | -9.9 | 0.0 |
| 23 | -2.0 | -1.3 | -3.0 | 0.4 |
| 24 | -1.1 | -0.9 | . | -1.1 |
| 25 | 0.0 | -4.6 | -9.0 | 0.0 |

Compounds above that contain a COOH group:
| item | Molecule | Ba/F3 V617F tox | PERK inh | BaF3 tox | S1P4 antag | NPY2 pot ag |
| --- | --- | --- | --- | --- | --- | --- |
| 8 | CCCCOc1ccc(CSC(CC(=O)O)C(=O)O)cc1 (stereo not drawn) | -0.8 | 0.8 | -0.8 | -15.7 | -13.9 |
| 15 | Cc1ccc(CN2C(=O)N/C(=C/c3ccc(-c4ccc(C(=O)O)cc4)o3)C2=O)cc1 | 1.8 | 0.5 | -1.6 | 9.5 | -5.7 |
| 23 | O=C(O)CC1NC(=S)N(c2ccccc2)C1=O (stereo not drawn) | 0.3 | 1.4 | 2.0 | -10.5 | -5.6 |

| item | Wee1 stabilizer | eIF4E 4G PPI | Mdm2 ligase inh | S1P4 ag |
| --- | --- | --- | --- | --- |
| 8 | 0.2 | 0.2 | -13.6 | 1.3 |
| 15 | -2.8 | 10.3 | -1.3 | 0.5 |
| 23 | -2.0 | -1.3 | -3.0 | 0.4 |

Screens (PubChem)
